# Source: PubChem
# ARNT-TACC3 inh: ARNT/TACC3 interaction disruption; Q9Y6A5; AlphaScreen His-ARNT PAS-B/GST-TACC3 binding, luminescence; TACC3 fragment carries E629A point mutation; inhibition, % at 9.99 µM; 390,000 compounds, 0.66% hits; AID 623870;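 active = mean inhibition of replicates at least 50% and at least half of replicates each reaching 50%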;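 also: 0% = complete ARNT plus TACC3 wells and 100% = ARNT alone without TACC3; many hits fall short of the cut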
# Statin myotox sup: protects C2C12 myotubes from simvastatin toxicity. ATP luminescence, 48 h; scaled: DMSO 0, geranylgeraniol control 100. rescue of ATP level, % at 7.49 µM. 330,000 compounds, 0.78% hits. AID 602340;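 active = mean ATP rescue above about 67%, or every replicate alone reaching that limit, limit read from the data, passing the limit was not always enough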;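 also: myotubes were challenged with 10 µM simvastatin during compound exposure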
# Cneo AK release: Cryptococcus neoformans lysis via adenylate kinase release; C. neoformans lysis, adenylate kinase release luminescence, 4 h; normalised: neutral wells 0, clomiphene wells 100; lysis activity, % at 15 µM; 360,000 compounds, 0.2% hits; AID 651654;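 active = mean lysis activity across replicates of at least 80%, whatever share of replicates individually reach that level; inactive = mean lysis activity below 80%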
#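 Test system: log-phase Cryptococcus neoformans yeast cells; Quantity: yeast cell density of 5 × 10^6 cells/mL; Buffer or medium: YPD; Doses: single compound concentration per well; Timing: 4 h at 37 °C static, read 1 h later; Measured by: AK luminescence; Read-out basis: lysis from increased AK signal; Control set: Clomiphene as positive control.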
# LGR2 antag: inhibitors of bursicon-induced Drosophila LGR2 receptor cAMP signaling; HEK293 LGR2, CRE-luciferase, bursicon-stimulated, 4 h; inhibition, % at 9.99 µM; 380,000 compounds, 0.35% hits; AID 720647;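 active = drop in luminescence signal, shown as inhibition above about 50% in the replicate tests, limit read from the data, passing the limit was not always enough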;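 also: agonist challenge used bursicon conditioned medium at about half maximal strength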
# PGC1a acetyl inh: PGC1a acetylation modulation, inhibitor mode; U2OS PGC1a acetylation, AlphaScreen anti-acetyl-lysine; with virally co-expressed GCN5 acetyltransferase; inhibition, % at 15.6 µM; 350,000 compounds, 0.17% hits; AID 651687;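 active = every replicate shows inhibition of at least 40%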;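 also: 0% = neutral control wells and 100% = positive control wells; some results beyond the cut were filed as inactive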
# PAX8 inh HTS: inhibitors of PAX8 transcriptional activity in RMG-I cells | RMG-I TPO-luciferase reporter, SteadyGlo, 24 h | inhibition, % at 12.6 µM | 360,000 compounds, 1.2% hits;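 active = mean replicate inhibition at least 60% with every replicate also reaching 60%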;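 also: luciferase light reporting Pax8 driven TPO promoter activity; plate controls were median of neutral control wells for no effect and mitoxantrone controls for full effect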
# PglD inh: inhibitors of Campylobacter jejuni PglD acetyltransferase; 360,000 compounds, 0.098% hits; purified PglD enzyme, DTNB colorimetric CoA detection; inhibition, % at 12.5 µM; in the data active = inhibition above about 16%, passing the limit was not always enough; also: strong numbers were not always called active
# INS-1E GSIS act: GLuc luminescence reporter in INS-1E cells, primary screen for activators of glucose-dependent secretion of insulin. AID 743287. activation, % at 16.6 µM. INS-1E GLuc reporter insulin secretion, 2-3 h. 370,000 compounds, 0.61% hits;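 active = lowest replicate activation of at least 40%, so every replicate reaches that level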;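 also: 0% = median of neutral control wells and 100% = median of IBMX positive control wells; some compounds called inactive have numbers as strong as hits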
# The depositor's hits bear a star; . = not tested or not shown; & = joins results of further samples.
# Order of values: ARNT-TACC3 inh	Statin myotox sup	Cneo AK release	LGR2 antag	PGC1a acetyl inh	PAX8 inh HTS	PglD inh	INS-1E GSIS act
(1) O=C(c1cccc(F)c1)N1C[C@H]2[C@@H](c3ccccc31)[C@@H](CO)N2C(=O)C1CC1
→ 2.6	-6.3	-2.9	16.4	-9.1	8.2	8.1	9.9
(2) CCN(CC)C(=O)N1CCN(C(=O)c2ccc(C)cn2)CC1
→ -7.8	4.1	-1.1	4.6	0.0	.	5.3	1.7
(3) CNC(=O)C[C@H]1CC[C@@H]2[C@@H](COc3ccc(NC(=O)Nc4ccc(F)cc4)cc3C(=O)N2C)O1
→ -1.2	13.0	-4.1	-2.6	5.6	-7.1	0.9	-2.3
(4) COCC(=O)Nc1ccc2c(c1)C(=O)N(C)C[C@@H](OC)[C@H](C)CN(Cc1cncnc1)[C@H](C)CO2
→ -6.0	0.2	-3.7	4.2	-3.5	.	-2.0	19.8
(5) COc1ccc(CNc2ccc3cn[nH]c3c2)c(OC)c1OC
→ 14.9	.	6.2	10.9	1.7	.	-0.3	-3.9
(6) Nc1ccc(S(=O)(=O)NNC(=O)C(=O)NNc2ccccc2)cc1
→ -5.9	-2.8	4.4	2.6	.	1.1	-1.0	0.2
(7) O=C(NC(=S)Nc1cccc2[nH]ncc12)c1ccccc1
→ 3.8	4.4	0.6	-43.6	16.6	-171.9	-2.2	158.6*
(8) COc1ccc(NC(=O)Nc2ccc3c(c2)C(=O)N([C@H](C)CO)C[C@@H](C)[C@H](CN(C)C(=O)Cc2ccccc2)OCCCC[C@H](C)O3)cc1
→ 7.6	.	0.6	2.2	0.0	23.5	0.8	-11.6
(9) Cc1ccc(C)c(-c2csc(N)c2C(=O)OC(C)C)c1
→ -1.4	.	.	4.9	-13.3	.	.	-8.0
(10) CCCNC(=O)N1C[C@@H]2[C@H](c3ccccc31)[C@@H](CO)N2C(=O)Nc1ccccc1F
→ 13.2	22.4	-2.6	4.0	-4.4	5.8	-2.7	3.0
(11) O=C(Nc1ccc2c(c1)OCCO2)c1c(Cl)cccc1Cl
→ .	-3.1	-0.5	-5.7	.	-29.6	2.7	-8.1
(12) Cc1cccc(-c2ccc([C@H]3[C@H]4CN(S(=O)(=O)c5cccs5)CCCCN4[C@H]3CO)cc2)c1
→ -1.8	.	0.2	1.6	-15.3	27.6	1.5	-5.4
(13) O=C(Nc1ccccc1)N1CCC(c2ccccc2)C1 (configuration not stated)
→ -10.3	-11.7	-14.5	.	2.7	.	-4.1	.
(14) COc1ccc(NC(=O)Nc2ccc3c(c2)CC(=O)N([C@H](C)CO)C[C@H](C)[C@@H](CN(C)C)O3)cc1
→ 6.9	-53.2	52.2	-11.6	-2.5	3.0	1.8	2.4
(15) CCCCCCCCC(c1nc2ccccc2[nH]1)N1CCN=C(c2ccccc2)C1=O (configuration not stated)
→ .	-6.0	-0.5	-20.1	3.4	-3.6	-3.7	-28.2
(16) CCCC(=O)Nc1ccc2c(c1)OC[C@H](C)N(C)C[C@@H](C)[C@H](OC)CN(C)C2=O
→ 32.1	3.9	-5.0	-18.7	.	-6.0	-2.7	0.1
(17) Cc1cc(=O)oc2cc(OC(C)C(=O)NCC3CCC(C(=O)O)CC3)c(Cl)cc12 (configuration not stated)
→ 0.3	-14.2	-3.8	-10.8	9.8	.	-0.4	-11.6
(18) O=C(c1cccc(C(F)(F)F)c1)N1CCN(C2CCCCC2)CC1
→ -3.2	15.0	1.5	.	5.0	.	1.3	.
(19) O=C(O)C1Cc2ccccc2CN1C(=O)c1ccccc1 (configuration not stated)
→ 1.6	30.6	5.5	.	-3.0	.	-1.7	.
(20) C[C@@H]1CN([C@H](C)CO)C(=O)Cc2cc(NS(=O)(=O)c3cn(C)cn3)ccc2O[C@H]1CN(C)C(=O)Nc1ccccc1
→ -6.6	21.9	-7.8	-15.0	1.0	2.8	0.6	14.6
(21) Cc1ccc(Nc2nnc(SCC(=O)Nc3ccc(S(=O)(=O)N4CCOCC4)cc3)s2)cc1
→ 9.9	-5.3	-17.6	.	-9.4	-13.5	3.7	.
(22) COc1cc(C(=O)NC(C)C2CC3CCC2C3)cc(OC)c1OC (configuration not stated)
→ -0.2	-19.4	0.2	5.7	8.1	2.5	3.5	6.3
(23) CN(C)C(=O)c1cc2cc(Br)ccc2s1
→ -1.9	13.4	-0.2	2.6	5.4	-0.5	2.3	12.4
(24) COc1ccc(CNC(=O)C(C)NCc2ccc(S(N)(=O)=O)cc2)cc1 (configuration not stated)
→ 9.6	6.1	0.7	-12.3	.	2.0	-2.7	-2.7
(25) COc1cc(NC(=O)C(C)(C)C)c(C(=O)OCC(=O)Nc2cc(C)on2)cc1OC
→ .	4.7	-2.1	6.6	7.6	-1.6	1.6	.
(26) CCOC(=O)C1=CC[C@H]2c3c(c4ccccc4n3C)C[C@H]1N2C
→ 2.7	12.7	-1.4	-16.7	-22.0	14.0	7.6	-0.8
(27) COc1ccc(S(=O)(=O)Nc2ccc3c(c2)C(=O)N([C@H](C)CO)C[C@H](C)[C@H](CN(C)S(=O)(=O)c2cccs2)O3)cc1
→ -4.1	3.5	-1.3	-8.1	-12.2	.	2.4	1.1
(28) COc1ccc(S(=O)(=O)Nc2ccc3c(c2)C(=O)N([C@H](C)CO)C[C@H](C)[C@H](CN(C)S(=O)(=O)c2ccc(OC)cc2)O3)cc1
→ 12.0	-5.6	0.1	-5.2	0.1	-12.8	0.9	-9.9
(29) CCc1nc2c(OCc3ccccc3C)cccn2c1N(C)C(=O)CC(C)C
→ .	-8.4	-0.3	.	8.0	18.1	1.3	.
(30) CC(C)CN(C(=O)CSc1nnc2ccccn12)C1CCS(=O)(=O)C1 (configuration not stated)
→ -4.9	2.6	0.2	12.9	0.6	-0.7	-1.7	9.6
(31) O=C(CSc1nnc(-c2ccccc2O)o1)Oc1ccc(OCc2ccccc2)cc1
→ -2.6	8.8	1.6	.	-10.2	-89.3	3.0	.
(32) CC(=O)NCCNC(=O)c1cc(-c2cccc3ccccc23)nc2ccccc12
→ 11.4	2.2	0.8	4.4	.	2.0	-4.1	-3.3
(33) C[C@H](CO)N1C[C@H](C)[C@@H](CN(C)C(=O)C2CCC2)Oc2cc(Br)ccc2S1(=O)=O
→ .	36.1	.	16.9	-1.8	.	.	8.4
(34) CC(=O)Nc1ccc(C(=O)N/C(=C/c2ccccc2)C(=O)Nc2cccc(C(=O)O)c2)cc1
→ 5.2	-7.8	.	-15.4	17.1	-2.0	.	6.6
(35) CCOc1cc(/C=N/NC(=O)C2CC2)ccc1OC(C)C
→ 0.4	-7.7	-0.6	-10.3	.	-13.7	-0.9	30.6
(36) CC(C)Oc1ccc(S(=O)(=O)N2CCOCC2)cc1NC(=O)C1CSC2(C)CCC(=O)N12 (configuration not stated)
→ -9.6	.	.	-2.4	16.7	-28.8	.	2.8
(37) O=C(Nc1cccc2ccccc12)c1nn(C23CC4CC(CC(C4)C2)C3)cc1[N+](=O)[O-]
→ -1.0	9.2	-1.2	-10.1	-31.1	.	-5.8	-13.4
(38) CCc1noc(C)c1C(=O)N1CCN(S(=O)(=O)c2ccc(C)cc2C)CC1
→ -3.0	.	.	9.4	.	7.7	.	11.8
(39) Cc1ccc(CNC(=O)CCn2cc(-c3ccc(C)cc3)nc2-c2ccncc2)cc1
→ .	-1.7	-0.3	8.7&9.2	-0.4	7.6	2.9	-35.5
(40) CC1(C(=O)NCc2cccc3ccccc23)CCN1Cc1ccccc1OC(F)F (configuration not stated)
→ .	-5.4	0.2	14.7	.	18.5	-7.4	-6.3
(41) COc1ccc(NC(=O)Nc2ccc3c(c2)C(=O)N([C@H](C)CO)C[C@H](C)[C@H](CN(C)Cc2ccncc2)O3)cc1
→ -30.1	-1.3	-1.3	2.2	-3.5	-17.1	11.6	5.2
(42) COc1cc(C(=O)OCc2cc(=O)n3ccsc3n2)ccc1OC(C)C
→ 1.5	-4.7	-0.7	-8.5	1.2	10.5	-0.7	5.1
(43) CC1(C)CC2(CCCN(C(=S)Nc3ccccc3)C2)CCO1 (configuration not stated)
→ .	.	.	-0.6	-10.6	-7.5	.	-4.2
(44) O=C(CSCc1ccccc1)Nc1cccc(C(=O)Nc2ccc(C(=O)O)cc2)c1
→ -4.3	6.0	-2.7	.	9.0	.	-3.2	.
(45) O=C(COC(=O)/C=C/c1cccc(Cl)c1)Nc1c(F)cccc1F
→ .	2.2	1.2	-21.4	1.6	7.9	3.0	.
(46) C[C@@H]1CN([C@H](C)CO)C(=O)c2ccccc2-c2ccccc2CO[C@H]1CN(C)C(=O)C1CC1
→ 0.6	.	51.5	20.2	-27.4	-16.2	0.8	5.7
(47) COc1ccc(CNCc2ccncc2)cc1OC
→ -1.3	-2.5	0.3	9.1	-3.2	16.1	-0.7	5.7
(48) Cc1cc(NC(=O)CSc2cn(CCNC(=O)c3ccc(Cl)cc3)c3ccccc23)no1
→ 2.0	6.6	-3.4	9.7	.	-117.3	1.4	-0.5
(49) O=C(NCc1ccco1)C1CCN(S(=O)(=O)N2CCOCC2)CC1
→ -11.8	2.6	0.6	-5.3	-2.0	.	2.5	42.6
(50) CC(C(=O)N1CCc2ccccc21)N1CCc2ccccc2C1 (configuration not stated)
→ 5.0	3.0	-0.8	.	-11.8	23.1	0.7	.
(51) COCCNC(=S)NNC(=O)c1ccco1
→ -2.8	-18.7	1.2	.	-1.7	.	-1.5	.
(52) Cc1cc(-c2ccccc2)nc2oc3c(c12)NC(=O)CN(c1ccccc1)C3=O
→ -1.5	.	3.0	.	-3.4	-2.4	-4.6	.
(53) CCN1[C@@H]2Cn3c(ccc(-c4ccc(OC)cc4)c3=O)[C@H]1[C@@H](C(=O)NCC1CC1)[C@@H]2CO
→ -4.5	-5.5	0.2	-15.1	-5.6	-9.8	3.4	9.1
(54) Cc1noc(C)c1S(=O)(=O)Nc1ccc2c(c1)C(=O)N([C@@H](C)CO)C[C@H](C)[C@H](CN(C)C(=O)Cc1ccccc1)OCCCC[C@@H](C)O2
→ -7.0	-2.8	-1.1	17.7	1.4	0.7	0.7	-1.0
(55) COc1ccc(CN(C)C[C@@H]2OCCCC[C@H](C)Oc3ccc(NC(=O)CCC(F)(F)F)cc3C(=O)N([C@H](C)CO)C[C@H]2C)cc1
→ -12.2	.	0.3	-4.2	6.3	1.4	-0.7	1.4
(56) CC(C)Cn1c2c(c(O)c(C(=O)Nc3nc4ccccc4s3)c1=O)CCCC2
→ -1.3	-1.9	-8.2	0.5	-2.9	-10.7	-6.1	-0.5
(57) COc1ccccc1-c1ccc2c(c1)C(C)(Cc1cccc(C#N)c1)C(=O)N2 (configuration not stated)
→ .	14.3	1.3	7.7	-13.3	1.6	4.5	-15.6
(58) CCc1[nH]nc2c1C(c1ccc(C)o1)C(C#N)=C(N)O2 (configuration not stated)
→ -4.2	.	.	-2.4	11.3	-0.4	.	-1.2
(59) C[C@@H]1CN([C@H](C)CO)C(=O)c2cc(NC(=O)Nc3ccc(C(F)(F)F)cc3)ccc2O[C@H]1CN(C)S(C)(=O)=O
→ 0.7	26.5	59.3	5.1	-4.4	-9.1	-3.4	14.9
(60) CN(C(=O)CSc1nnnn1-c1ccccc1)C1CCCCC1
→ 0.7	-6.4	0.9	-31.9	.	.	-2.8	0.5
(61) CNC(=O)COC(=O)c1ccc2c(c1)S(=O)(=O)c1ccccc1C2=O
→ -2.8	22.3	3.5	2.9	.	-4.5	-0.6	25.4
(62) CCc1ccc(C(=O)/C=C/Nc2ccc(S(=O)(=O)Nc3onc(C)c3C)cc2)cc1
→ 3.5	0.7	.	-42.0	.	-49.3	.	-6.7
(63) COCc1ccc(-c2c(-c3cc(OC)cc(OC)c3)oc(=O)c3cc(OC)c(OC)cc23)cc1
→ -9.1	26.6	0.1	-19.9	.	-60.4	-3.8	5.3
